# ASAP1 GAP inh: ASAP1 ArfGAP inhibition. Q9ULH1. ASAP1-stimulated ARF1 GTP hydrolysis, GDP FP detection. inhibition, % at 16.5 µM. actives 0.19% (n = 360,000). AID 624377; in the data active = inhibition above about 25%;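 note: 0% = vehicle with enzyme and substrate and 100% = no enzyme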
# ARFGAP1 inh: inhibits rat ARF GTPase activating protein 1; Q62848; Arfgap1-stimulated ARF1 GTP hydrolysis, GDP FP detection; inhibition, % at 16.5 µM; actives 0.26% (n = 360,000); AID 651572;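 active = inhibition above a per-plate limit, mean inhibition of low control wells plus 3 SD, cut at about 25% in these data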;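 note: 0% = DMSO wells with enzyme and 100% = wells lacking Arfgap1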
# Target sequence (Q62848 1-136 limits assumed): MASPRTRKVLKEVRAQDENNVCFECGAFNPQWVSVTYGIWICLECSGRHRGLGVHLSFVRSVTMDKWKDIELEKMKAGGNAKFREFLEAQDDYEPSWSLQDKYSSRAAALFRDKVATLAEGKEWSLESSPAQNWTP
#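 Material: rat Arfgap1 catalytic domain, aa 1-136; also added: human ARF1(Δ1-17)-GTP substrate; compound dosing: one concentration, 16.5 µM, DMSO 1.26%; incubation: GTP hydrolysis reaction 2 h at 25 °C; measured by: Tracer-displacement fluorescence polarization with EDTA stop, 620/688 nm; evaluation: % inhibition from polarization; repeats: one replicate per compound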
# Tn7 DDE FP: inhibitors of Tn7 peptide binding to human fibrin DD(E) | inhibition, % at 8.3 µM | AID 720508 | actives 0.13% (n = 370,000) | FP displacement of FITC-Tn7 peptide from fibrin DD(E); 0% = median of compound wells per plate | P02675;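 active = inhibition above the mean of compounds falling within the control limits plus 3 SD of them, cut at about 14% in these data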;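 note: 0% = plate median of compound wells and 100% = 10 µM Aha-Tn7 peptide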
#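 Assay system: human fibrin DD(E) protein / Input: 2 µM fibrin DD(E) / Benchmarks: high control of 10 µM Aha-Tn7 peptide / Measured by: fluorescence polarization of the labelled Tn7 tracer / Medium: Tris buffer with calcium and detergent, pH 7.8 / Timing: 10 min compound pre-incubation, 3 h probe incubation at room temperature / Repeats: one replicate per compound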
# DDE Tn6 FP inh: disrupts Tn6 cyclic peptide binding to fibrin D-Dimer-E complex | P02675 | Fibrin DD(E) TRITC-Tn6 fluorescence polarization displacement | inhibition, % at 8.3 µM | actives 0.21% (n = 370,000);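 active = inhibition above a per-campaign cutoff: mean of compounds within control limits plus 3 SD, cut at about 15% in these data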;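 note: 0% = median of all compound wells on the plate and 100% = blocking peptide control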
# PLCg1 inh: blocks human PLC-gamma1 enzyme activity | P19174 | purified PLC-gamma1, fluorogenic substrate, fluorescence | inhibition, % at 12.2 µM | actives 0.84% (n = 370,000) | AID 720700; in the data active = inhibition above about 9.5%
# TDP2 inh: TDP2 (human) inhibition, absorbance primary screen; O95551; recombinant TDP2, T5PNP hydrolysis, p-nitrophenol absorbance 415 nm; inhibition, % at 12.8 µM; actives 0.34% (n = 370,000); AID 720702;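 active = inhibition above the mean of all tested compounds plus 3 SD, set per campaign, cut at about 25% in these data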;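 note: 0% = DMSO with enzyme and 100% = buffer with substrate but no TDP2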
#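 Material: recombinant human TDP2; quantity: TDP2 enzyme at 120 nM final; medium: Tris-HCl pH 7.5 with MgCl2; compound: single concentration, 12.8 µM nominal, with 1% DMSO; incubation: 2 h enzyme incubation at 37 °C; signal: epi absorbance; measure: percent inhibition; benchmarks: high control without enzyme, low control DMSO plus TDP2; repeats: singlicate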
# LEDGF integ inh: blocks HIV-1 LEDGF/p75-dependent DNA integration. TR-FRET IN-LEDGF/p75 DNA integration, Eu/Cy5. inhibition, % at 3.7 µM. actives 0.64% (n = 370,000). AID 743269;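 active = inhibition above the screen-wide mean plus 3 SD, cut at about 13% in these data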;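 note: signal is the Cy5 over europium emission ratio at 671 and 618 nm; 0% = plate median of compound wells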
# ADAM17 inh: ADAM17 inhibition, QFRET primary screen | actives 0.83% (n = 370,000) | inhibition, % at 6.95 µM | recombinant ADAM17, EDANS/DABCYL FRET peptide cleavage | P78536;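 active = inhibition above the mean of compounds lying between control limits plus 3 SD, set per campaign, cut at about 8.5% in these data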;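 note: 0% = DMSO-only wells as the low control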
# Target sequence (P78536 215-824 limits assumed): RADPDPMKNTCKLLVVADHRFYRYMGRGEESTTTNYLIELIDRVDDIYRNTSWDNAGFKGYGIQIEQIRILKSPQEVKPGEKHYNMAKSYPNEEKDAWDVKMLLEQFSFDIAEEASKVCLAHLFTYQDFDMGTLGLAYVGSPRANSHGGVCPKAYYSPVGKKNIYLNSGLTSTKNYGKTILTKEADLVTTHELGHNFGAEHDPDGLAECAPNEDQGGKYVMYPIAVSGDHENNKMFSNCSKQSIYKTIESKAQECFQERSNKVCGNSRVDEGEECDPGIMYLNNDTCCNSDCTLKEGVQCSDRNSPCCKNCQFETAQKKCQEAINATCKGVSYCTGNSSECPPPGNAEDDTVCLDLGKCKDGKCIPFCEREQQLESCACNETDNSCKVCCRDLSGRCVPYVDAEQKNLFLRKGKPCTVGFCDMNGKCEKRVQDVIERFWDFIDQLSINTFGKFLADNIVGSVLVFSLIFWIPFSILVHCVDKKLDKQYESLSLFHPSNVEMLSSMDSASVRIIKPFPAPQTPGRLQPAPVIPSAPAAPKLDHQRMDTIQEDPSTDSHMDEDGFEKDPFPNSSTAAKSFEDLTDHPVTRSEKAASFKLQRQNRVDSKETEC
# proKLK7 act: activates the human kallikrein-7 zymogen; P49862; purified proKLK7, EDANS-DABCYL substrate fluorescence; 100% is mature enzyme control, 0% vehicle; activation, % at 7 µM; actives 0.9% (n = 370,000); AID 652039;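 active = activation above the mean of all tested compounds plus 3 SD, computed per campaign excluding outliers beyond control limits, cut at about 13% in these data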
# Target sequence (P49862 whole entry, looked up): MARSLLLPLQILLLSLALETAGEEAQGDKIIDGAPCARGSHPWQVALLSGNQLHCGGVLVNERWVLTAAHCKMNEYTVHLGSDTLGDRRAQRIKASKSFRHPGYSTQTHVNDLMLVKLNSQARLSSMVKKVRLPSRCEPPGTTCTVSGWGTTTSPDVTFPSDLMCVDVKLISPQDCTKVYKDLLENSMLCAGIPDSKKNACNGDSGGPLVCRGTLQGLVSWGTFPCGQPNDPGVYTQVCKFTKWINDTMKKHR
# ADAM10 inh: ADAM10 inhibition, QFRET primary screen; O14672; recombinant ADAM10, EDANS/DABCYL FRET peptide cleavage, 3 h; inhibition, % at 7 µM; actives 0.62% (n = 370,000);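 active = inhibition above a per-campaign cutoff equal to the mean of compounds falling between control-based bounds plus 3 SD, cut at about 20% in these data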;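 note: 0% = DMSO wells while the 100% control is not disclosed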
# * = called active by the depositor; x = no result given.
cpd	Compound	ASAP1 GAP inh	ARFGAP1 inh	Tn7 DDE FP	DDE Tn6 FP inh	PLCg1 inh	TDP2 inh	LEDGF integ inh	ADAM17 inh	proKLK7 act	ADAM10 inh
1	CC(C)(C)NS(=O)(=O)c1ccc(Oc2ncc(C(F)(F)F)cc2Cl)cc1	5	5	4	-1	1	-10	-6	-6	-0.3	2
2	CCCCc1ccc(NC(=S)NN2CCOCC2)cc1	19	2	0	-3	2	7	-2	-2	-0.1	-9
3	O=C(Nc1oc2ccccc2c(=O)c1-c1ccc2c(c1)OCO2)c1ccco1	5	-12	-6	1	-1	-10	4	5	0.4	1
4	Cc1ccc(NC(=O)C2CCCC2)cc1Cl	5	4	-2	8	1	4	-2	-2	-0.2	2
5	CCN(C[C@H]1N[C@@](CC)(C(=O)OC)[C@H]2C(=O)N(Cc3ccccc3)C(=O)[C@@H]12)S(=O)(=O)c1ccc(F)cc1	-2	2	-4	-7	2	7	1	2	0.6	3
6	CCn1cc(C(=O)NCCCN(C)C)c(=O)c2cc(F)c(N3CCN(C)CC3)cc21	-6	-11	-4	4	-19	9	0	-33	7.5	-104
7	CCOc1ccc(CCNC(=O)CN2C(=O)NC(CCSC)C2=O)cc1OCC (stereo not drawn)	28*	11	5	3	0	0	-1	1	0.1	-3
8	CN1CCN(S(=O)(=O)c2ccc(C(=O)Nc3ccccc3)cc2)CC1	12	-1	-4	0	4	-10	3	-1	-0.7	3
9	CCN(CC)CCCn1c2c(c(SCC(=O)Nc3nc(C)cs3)nc1=O)CCC2	5	-4	-6	-10	2	17	3	0	-0.4	-1
10	Cc1ccc(S(=O)(=O)N2CCCCC2)cc1NC(=O)c1ccncc1	7	12	4	-2	0	8	2	-4	-0.7	-6
11	O=C(Nc1ccc(N2CCN(C(=O)c3ccccc3)CC2)cc1)c1cccnc1	0	2	2	-2	0	0	1	-2	0.3	6
12	Cc1ccc(S(=O)(=O)N2CCC(N3CCC(C)CC3)CC2)cc1	6	1	9	-7	-3	1	-3	-2	0.8	-12
13	CCN(CC)c1ccc(S(=O)(=O)N2CCOCC2)cc1NC(=O)CNCc1cccc(Cl)c1	7	9	-2	-6	0	2	6	5	0.3	11
14	O=C(O)c1cc(-c2ccc(/C=C3/SC(=S)N(Cc4ccccc4)C3=O)o2)ccc1Cl	-13	4	-4	0	-1	3	-1	-4	-0.5	-3
15	COc1ccc(CNC(=O)Nc2ccc(C)cc2)cc1	-7	1	0	-5	1	-5	-1	-1	-0.2	-3
16	CCc1ccccc1NC(=O)C1CCC(=O)N(c2ccc(OC)cc2)C1c1ccc(OC)cc1 (stereo not drawn)	x	x	-1	-1	1	-1	2	2	0.6	5
17	COC(=O)c1cc2occc2n1Cc1cccc(C)c1	-12	-1	-5	-3	-3	2	-2	-2	-0.3	-2
18	C=CCNC(=S)NNC(=O)c1cc(O)ccc1O	11	2	-1	-4	-28	10	-6	-13	-25	-24
19	CC1=C(C(=O)N2CCCCCC2)CC(CC(=O)NC2CCCC2)C(=O)N1Cc1ccc(F)cc1 (stereo not drawn)	-1	4	2	2	2	-6	1	2	0.0	2
20	COC(=O)c1ccccc1OS(=O)(=O)N(C)C	7	-2	6	-4	0	1	-1	-1	0.2	3
21	Cc1ccc2c(Cn3cc(C(F)(F)F)cc(Cl)c3=O)cc(=O)oc2c1	1	0	0	-2	0	-3	-2	-2	-0.1	1
22	CCc1ccc2nc3c(c(C(=O)O)c2c1)CCC3	0	-3	2	2	-3	5	1	-3	0.1	-3
23	N#CCCNS(=O)(=O)c1ccc(C(=O)OCC(=O)Nc2ccc3c(c2)OCO3)cc1	-1	2	6	1	1	5	-4	-7	-0.3	-7
24	Cc1ccc(NC(=O)c2cc(-c3cccs3)nc3ccccc23)nc1	3	-4	-1	-1	-233	12	-2	-126	-19	-350
25	O=C(NCC12CC3CC(C1)CC(CNC(=O)N1CCCC1)(C3)C2)N1CCCC1	-1	3	2	-4	0	1	2	-1	0.0	-6

# Other compounds:
cpd	Compound	ASAP1 GAP inh	ARFGAP1 inh	Tn7 DDE FP	DDE Tn6 FP inh	PLCg1 inh	TDP2 inh	LEDGF integ inh	ADAM17 inh	proKLK7 act	ADAM10 inh
26	CC1=C(C(=O)N2CCCCCC2)CC(CC(=O)NC(c2ccccc2)c2ccccc2)C(=O)N1CCC1=CCCCC1 (stereo not drawn)	-4	0	-1	4	-1	0	3	2	-0.4	10
27	CCCCCn1c(=S)[nH]c2cc(C(=O)N3CCN(C(=O)OCC)CC3)ccc2c1=O	-8	-18	-5	-2	-3	5	1	-4	-0.2	1
28	O=C(NC1CCN(C(=O)NC2CCCCC2)CC1)c1cccc(F)c1	1	-3	0	3	-1	17	-4	-3	0.5	1
29	O=C(O)C1CCCCC1C(=O)Nc1ccccc1Nc1ccccc1 (stereo not drawn)	0	6	-10	-2	-91	8	1	-61	1.9	-186
30	CC(=O)N1N=C(c2ccc3nccnc3c2)CC1c1ccccc1 (stereo not drawn)	-4	-5	-2	-2	-1	5	-1	-4	0.1	-1
31	COc1cc(/C=C2/NC(=O)NC2=O)cc(Br)c1OCc1ccccc1	-2	9	5	-5	-1	-3	-1	-1	0.4	3
32	CCCOc1ccc(-c2nc(CSCC(=O)NC3CC3)c(C)o2)cc1	x	x	0	9	0	-4	-4	-1	x	-4
33	COc1ccc(OC)c(N/C(C)=C/C(=O)c2ccc(Br)cc2)c1	-2	4	-1	0	-8	-10	2	-3	0.8	1
34	Cc1ccc(C)c(NC(=S)NCc2ccccc2)c1	-8	14	9	3	3	-8	-4	-2	-0.3	2
35	O=C(NCc1cccnc1)c1cccc(S(=O)(=O)Nc2ccc(F)cc2)c1	-3	-8	2	2	5	10	1	2	0.2	-8
36	CCCCNC(=O)C1CCN(Cc2ccc(OCc3ccccc3)c(OC)c2)CC1	-8	1	-2	1	6	-4	4	0	0.8	-1
37	CCOC(=O)C1=C(C)N=C2SC(CC)C(=O)N2C1c1cccc(F)c1 (stereo not drawn)	2	-10	8	9	-1	1	-2	1	-0.3	-2
38	Cc1ccc(NC(=O)CCNS(=O)(=O)c2ccc3[nH]c(=O)oc3c2)c(C)c1	-9	4	6	-4	0	4	3	1	-0.3	4
39	COc1ccc(CCN2C(=O)CS/C2=N\NC(=O)c2ccc(C(C)(C)C)cc2)cc1OC	-13	0	-5	-2	6	-20	1	7	0.7	15
40	Cc1ccc(C2(C)NC(=O)N(CC(=O)Nc3ccc(S(=O)(=O)Nc4nccs4)cc3)C2=O)cc1 (stereo not drawn)	12	-2	1	4	-1	-1	-4	-6	-0.1	-7
41	Cc1c(O)c(CN(C)C)cc2c1oc(=O)c1ccccc12	5	14	1	-4	-51	13	-2	-6	-0.1	-10
42	Cc1ccc([N+](=O)[O-])c2c1C(N1CC(C)OC(C)C1)C(C)(C)O2 (stereo not drawn)	5	6	-1	-8	7	3	2	0	-0.6	1
43	COC(=O)[C@H](Cc1ccccc1)N1C/C=C\COc2c(Cl)cc(Cl)cc2S1(=O)=O	6	12	1	3	0	2	4	-1	-0.5	2
44	O=C(Nc1cc2c(cc1Cl)OCCCO2)c1ccccc1	6	-6	1	3	2	16	-1	-2	-0.2	8
45	CCC(=O)N/C(=N/c1nc(C)cc(C)n1)Nc1ccc(OC)cc1	13	11	-5	8	4	2	-2	-2	0.3	5
46	O=CN1CCN(C(=O)c2cc3cc(Cl)ccc3[nH]2)CC1	7	5	6	1	-1	5	-2	-4	0.0	-1
47	COc1ccc(C(=O)Nc2ccc(Cl)cn2)cc1S(=O)(=O)N1CCCC1	-7	-3	3	8	3	2	-2	-6	-0.5	2
48	COc1ccc(/C=N/NC(=O)COc2cccc3ccccc23)c(C(=O)O)c1OC	5	1	5	5	-2	13	-1	-3	0.7	-5
49	CCN(CC)S(=O)(=O)c1ccc(-c2nnc(SCC(C)=O)o2)cc1	8	-3	5	-4	0	8	2	-6	0.8	-13
50	COC(=O)c1ccc2c(=O)n(Cc3ccc(C(=O)NCCCN4CCC(C)CC4)cc3)c(=S)[nH]c2c1	5	11	1	-8	-11	1	4	-3	0.3	-8
51	Cc1cccc(C)c1OCC1CNC(=O)O1 (stereo not drawn)	-3	-12	1	0	-1	7	-3	-4	-0.5	2
52	COC(=O)[C@@]12CCCN1[C@H](c1ccc(-c3ccc(Cl)c(Cl)c3)cc1)[C@H]1C(=O)N(C)C(=O)[C@H]12	3	0	8	8	-3	-2	0	3	-0.2	6

# One compound at a time, from the list above:
# CCCOc1ccc(-c2nc(CSCC(=O)NC3CC3)c(C)o2)cc1 is listed as ASAP1 GAP inh = x; ARFGAP1 inh = x; Tn7 DDE FP = 0; DDE Tn6 FP inh = 9; PLCg1 inh = 0; TDP2 inh = -4; LEDGF integ inh = -4; ADAM17 inh = -1; proKLK7 act = x; ADAM10 inh = -4
# O=CN1CCN(C(=O)c2cc3cc(Cl)ccc3[nH]2)CC1 is listed as ASAP1 GAP inh = 7; ARFGAP1 inh = 5; Tn7 DDE FP = 6; DDE Tn6 FP inh = 1; PLCg1 inh = -1; TDP2 inh = 5; LEDGF integ inh = -2; ADAM17 inh = -4; proKLK7 act = 0.0; ADAM10 inh = -1
# Cc1c(O)c(CN(C)C)cc2c1oc(=O)c1ccccc12 is listed as ASAP1 GAP inh = 5; ARFGAP1 inh = 14; Tn7 DDE FP = 1; DDE Tn6 FP inh = -4; PLCg1 inh = -51; TDP2 inh = 13; LEDGF integ inh = -2; ADAM17 inh = -6; proKLK7 act = -0.1; ADAM10 inh = -10

# Screening results: PubChem BioAssay, The Scripps Research Institute Molecular Screening Center
